Bioassay records (PubChem)
Akt phos inh – HTS Assay for Inhibitors of Akt Phophorylation: Primary Screen; Neuro2A IGF-stimulated pAkt S473 HTRF, 20 min; hits give low values; activity change, % for hits at 50 µM; 360,000 tested, 0.32% active; AID 651550, 2012; in the data active means activity change below about -80%; inconclusive means mostly about -51% to -80%; further: on the % scale 0 is the no-effect control and ±100 the full control effect
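Neuro2A cells (4,500/well, DMEM with 0.5% FBS) were treated with compound at a single 50 µM final concentration, stimulated with 6 nM IGF for 20 min at 37 °C, and lysed. Phospho-Akt Ser473 was read by HTRF as 665/615 ratio ×10^4.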
Nrf2 block – Nrf2 qHTS screen for inhibitors; A549 ARE-Fluc reporter, luciferase luminescence, 18-24 h; Potency, µM (series often up to 46 µM), without a hit: top-dose activity change, negative = inhibition, hits mostly inhibitors; 360,000 tested, 2.1% active; AID 504444, 2011; further: potency means the concentration at half of the fitted maximal effect; on the % scale 0 is the no-effect control and ±100 the full control effect; nearly all actives have a fitted effect of over 60% in size
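Nrf2 activity is the BugLite luminescence, read 15 min after reagent at room temperature, following CellTiter-Fluor cytotoxicity readout (30 min, 37C). Compound titrations were applied for 18-24 h to 5000 A549 ARE_Fluc cells/well in 5% FBS OPTI-MEM.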
Nrf2 ARE act – qHTS of Nrf2 Activators; AID 624171, 2012; AREc32 ARE-luciferase reporter (MCF7-derived line), luminescence, 24 h; 410,000 tested, 0.31% active; Potency, µM (highest dose often 46.1 µM), without a hit: at the highest dose activation, usual class: activators; further: potency means the concentration at half of the fitted maximal effect; % of control where 0% means no effect; nearly all actives have a fitted effect of over 65% in size
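Each well held 1000 AREc32 cells, which were incubated with compound for 24 hr at 37 deg C after overnight attachment, and ARE reporter activity was quantified by firefly luciferase luminescence.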
A549 tox – Nrf2 qHTS screen for inhibitors: counterscreen for cytotoxicity; 390,000 tested, 0.16% active; Potency, µM (titrated, usually from 46 µM), without a hit: at the highest dose activity change, negative = cytotoxicity, most hits filed as inhibitors; A549 ARE-Fluc cells, CellTiter-Fluor viability, 18-24 h; AID 504648, 2011; further: potency means the concentration at half of the fitted maximal effect; on the % scale 0 is the no-effect control and ±100 the full control effect
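Cytotoxicity counterscreen: CellTiter-Fluor fluorescence was measured in A549 ARE_Fluc cells after 18-24 h of compound exposure in a concentration series. The subsequent BugLite luminescent read reports ARE-luciferase activity.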
Abeta yeast res – qHTS for compounds that reverse cellular toxicity of Amyloid beta (A-beta) peptide in yeast: Primary Screen. Potency, µM (titrated, usually from 46.1 µM), without a hit: at the highest dose growth rescue, hits mostly activators. 410,000 tested, 0.063% active. yeast expressing A-beta42, growth rescue, OD600, 48 h; response scale: 0% DMSO, 100% iron-clioquinol control. AID 1347071, 2019; further: potency means the concentration at half of the fitted maximal effect; nearly all actives have a fitted effect of over 55% in size
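Growth rescue measured by 600 nm absorbance after 48 h yeast culture at 30 C with compound. Values normalized between DMSO and an equimolar ferric chloride plus clioquinol control.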
HepG2 viability – qHTS for Inhibitors of TGF-b: Cytotox Counterscreen. HepG2 CAGA-GFP viability, ATP luminescence, 18 h. Potency, µM (top dose mostly 46.1 µM), without a hit: at the highest dose activity change, negative = cytotoxicity, usual class: cytotoxic. 410,000 tested, 0.76% active; further: potency means the concentration at half of the fitted maximal effect; some results filed as inactive show a strong effect at the top dose
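CellTiter-Glo luminescence gave cytotoxicity after 18 hours at 37 degrees C. The cells were HepG2 CAGA-GFP in 1% FBS DMEM, stimulated with 500 pg/mL TGF-beta after compound addition. %Activity was normalised to no-cell wells (complete cell-killing) and DMSO (no toxicity), and curves were fitted and classified.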
MmCpn inh – Inhibitors of TCP-1 ring complex (TRiC) of Methanococcus maripaludis (MmCpn): qHTS. Chaperonin Mm-Cpn (Methanococcus maripaludis). purified Mm-Cpn ATPase, ADP Transcreener TR-FRET. Potency, µM (series often up to 76.9 µM), without a hit: at the top dose activity, negative = inhibition, most hits filed as inhibitors. 330,000 tested, 0.031% active. AID 504842, 2011; further: potency means the concentration at half of the fitted maximal effect; on the % scale 0 is the no-effect control and ±100 the full control effect; nearly all actives have a fitted effect of over 80% in size
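Quantitative HTS used 25 nM Mm-CPN and 10 uM ATP in magnesium/KCl Tris buffer, pH 7.4, with 1 mM DTT. Hydrolysis ran 30 min at 37°C; ADP was read by HTRF.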
CCT modulator – High-Throughput Screening for Modulators of Cytosolic Chaperonin Activity; purified chaperonin ATPase assay, HTRF ADP detection, 30 min; 360,000 tested, 0.3% active; activity change, % (test concentration not listed), hits read low; AID 651819, 2012; in the data active means activity change below about -30%; further: on the % scale 0 is the no-effect control and ±100 the full control effect
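TRiC (40 or 20 nM final, by batch activity) in 30 mM Tris pH 7.4, 100 mM KCl, 5 mM MgCl2, 1 mM DTT was treated with compound at 76 uM single dose, then 10 uM ATP, 30 min at 37 °C. ADP was read by HTRF Transcreener.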
TGFb inhibitor – qHTS for Inhibitors of TGF-b | Potency, µM (series often up to 46.1 µM), for inactives: at the highest dose activity, negative = inhibition, usual class: inhibitors | AID 588855, 2011 | 410,000 tested, 1.2% active | HepG2 CAGA-GFP TGF-b/SMAD3 reporter, GFP fluorescence, 18 h; TGF-beta stimulated, 500 pg/mL final; further: potency means the concentration at half of the fitted maximal effect; on the % scale 0 is the no-effect control and ±100 the full control effect; nearly all actives have a fitted effect of over 65% in size
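Cell-based qHTS in HEPG2 carrying a CAGA-GFP Smad reporter; compounds added before 500 pg/mL final TGF-beta, 18 h incubation at 37 degrees C, GFP fluorescence quantified per cell by imaging cytometry.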
* marks the source's active call; other numbers are inactive results; i = inactive; ? = inconclusive; . = no result given; [ ] = dose if it differs, or a comment. Unless noted, the call rests on the fitted dose curve; in most records, active means well fitted curve in the direction sought with a large enough effect; inconclusive means small, poorly fitted or top-dose-only effect, or another doubt; inactive means no such curve, though single readings can be large; an effect the other way counts as inactive or inconclusive.

SMILES	Akt phos inh	Nrf2 block	Nrf2 ARE act	A549 tox	Abeta yeast res	HepG2 viability	MmCpn inh	CCT modulator	TGFb inhibitor
N#CCN1C(=O)C(=O)N(Cc2cccc(C(F)(F)F)c2)C1=O	i	2%	0.1%	-15%	11%	7%	-1%	2.3	-1%
Cc1c(-c2ccccc2)c(=O)oc2c(CN3CCOCC3)c(O)ccc12	.	.	0.2%	10%	-4%	-15%	.	.	-15%
CCOC(=O)C1(CCOC)CCN(Cc2ccc(C(=O)OC)cc2)CC1	i	1%	0.3%	0%	-6%	3%	1%	-3.4	0%
CCOc1ccc(N(Cc2cc3cc(C)ccc3[nH]c2=O)S(=O)(=O)c2ccccc2)cc1	i	-14%	0.1%	-13%	-12%	-3%	0%	-1.3	18%
CCC(C)COC(=O)c1ccc(C(=O)O)cc1 (stereo not drawn)	i	-26%	2.8%	-1%	18%	-18%	-2%	-1.7	-2%
CCOC(=O)C1=C(CSc2nc(C)cc(C)c2C#N)OC(N)=C(C#N)C1c1cccs1 (stereo not drawn)	i	-14%	4.0%	-5%	1%	-6%	-1%	-2.3	13%
CN(CC(=O)Nc1ccc(F)cc1)C(=O)c1ccc(OCc2ccccc2)cc1	i	1%	2.7%	8%	7%	-13%	2%	-1.0	0%
COc1ccc(-n2c(SCC(=O)Nc3ccc(C(N)=O)cc3)nc3ccccc3c2=O)cc1OC	i	-5%	4.4%	-13%	0%	4%	1%	0.6	13%
O=C(c1ccc([N+](=O)[O-])o1)N1CCc2ccccc2C1	i	?	11%	-13%	-83%[inhibitor]	-85%	0%	-0.2	?
CC(C)c1nc2sc3c(c2c(=O)o1)CCCC3	i	2%	-0.6%	0%	-5%	-8%	-1%	-3.3	3%
CCOC(=O)C(NC(C)=O)(Nc1ccc(S(=O)(=O)Nc2ncccn2)cc1)C(F)(F)F (stereo not drawn)	i	0%	-0.3%	-7%	-13%	4%	0%	-0.6	4%
NC(=O)c1ccccc1OCCOCCOCCOc1ccccc1C(N)=O	i	-30%	-0.8%	11%	1%	-2%	-3%	1.9	-4%
COc1cccc(NC(=O)c2ccccc2F)c1	i	?	4.3%	0%	1%	-28%	-17%	1.1	3%
CNc1nc(Cl)nc(Nc2ccccc2)n1	i	?	7.6%	0%	-9%	3%	1%	0.3	18%
COc1ccc(NC(=O)C2Cc3c(-c4ccc5c(c4)OCO5)ccnc3O2)cc1OC (stereo not drawn)	i	.	0.1%	.	-2%	-38%	.	0.5	-6%
O=C(CCS(=O)(=O)c1ccc(Cl)cc1)N1CCN(c2ccc(F)cc2)CC1	i	?	2.3%	2%	-15%	-9%	1%	1.6	-27%
O=C(NNC(=O)C1CC=CCC1C(=O)O)c1cccs1 (stereo not drawn)	i	0%	4.9%	-5%	-5%	1%	0%	0.6	?
N/C(Cc1ccc([N+](=O)[O-])cc1)=N\OC(=O)c1cccc(Br)c1	i	?	9.6%	-4%	-90%[inhibitor]	-6%	3%	-0.1	8%
CC(=O)N1CCN(C23CC4CC(CC(C4)C2)C3)CC1	i	5%	0.4%	1%	0%	-4%	-11%	-1.2	8%
CCOC(=O)C(C)n1cnc2sc(C)c(C)c2c1=O (stereo not drawn)	i	12%	-0.1%	-4%	6%	-1%	1%	1.9	-5%
COc1cccc(C(=O)NNC2=C(C(=O)C(F)(F)F)CCC2)c1	i	?	4.0%	-11%	-15%	4µM*	1%	0.8	?
COCCn1c(C)nnc1SCC(=O)Nc1ccccc1[N+](=O)[O-]	i	8%	0.7%	-14%	1%	0%	-2%	-1.3	-1%
Cn1c(=O)c2[nH]c(NN=Cc3ccccc3)nc2n(C)c1=O	i	7%	5.6%	3%	-4%	-10%	.	-5.1	-2%
Cc1oc2ccc(O)cc2c1C(=O)c1ccc([N+](=O)[O-])cc1	i	?	7.3%	0%	-8%	0%	2%	-0.6	-8%
COc1ccc(-n2cc(CNCCc3nc(C)cc(C)n3)c(-c3ccccc3Cl)n2)cc1	i	5%	8.2%	-24%	5%	-35%	1%	0.8	?
CC(C)(C)[C@@H]1C=C(C(N)=O)O[C@H](OCCCCO)C1	i	11%	0.1%	1%	-4%	3%	.	-4.4	3%
O=C(CSc1nnc(SCc2ccccc2)s1)N/N=C/C=C\c1ccco1	i	4%	23%	-2%	8%	-17%	0%	-2.2	-17%
Cn1nccc1C(=O)Nc1ccc2c(c1)OCO2	i	16%	0.6%	2%	1%	-13%	-2%	-55*	-1%
Cc1ccc(NC(=O)CN(C)C(=O)CSc2nnnn2C)cc1	i	7%	0.4%	10%	-2%	-67%	-1%	-3.2	-20%
CCOC(=O)c1c(C)nc2c(c1-c1ccc(OC)cc1)C(=O)CC(C)(C)C2	i	3%	-0.4%	-5%	-14%	-4%	0%	0.0	-2%
CSc1nc2nc3c(c(=O)n2[nH]1)CCC3	i	28%	-0.6%	-1%	6%	2%	0%	-2.8	0%
Cc1ccc(Cl)c(OCC(=O)OC(C)C(=O)NC2CC2)c1 (stereo not drawn)	i	-2%	0.0%	-1%	-1%	-35%	0%	-2.6	-28%
CN(C(=O)CSc1nc2[nH]ncc2c(=O)[nH]1)c1ccccc1	i	2%	-0.5%	-1%	-4%	-3%	-3%	-0.8	-2%
COc1cccc(C(=O)/C=C/Nc2ccc(S(=O)(=O)Nc3nc(C)cc(C)n3)cc2)c1	i	-4%	0.3%	-14%	-20%	-9%	-2%	-2.0	-3%
COc1ccccc1/C=C\C=N\n1c(C2CCCCC2)n[nH]c1=S	.	?	-0.4%	-14%	?	-54%	-1%	-1.7	0%
Cc1c(S(=O)(=O)c2ccccn2)c(N)n(Cc2ccccc2Cl)c1C	i	-2%	2.3%	-5%	1%	-41%	0%	-1.1	-1%
CC(C)(C)c1ccc(OCCN2CCCC2)cc1	.	-23%	-1.0%	-8%	14%	2%	1%	-0.7	1%
CCOC(=O)C1CCN(S(=O)(=O)c2ccc3c(c2)N(C(C)=O)CC(C)S3)CC1 (stereo not drawn)	i	?	-0.5%	1%	-25%	0%	0%	-3.8	-3%
O=C(NCc1ccccc1)c1ccc(CS(=O)Cc2ccc(Cl)cc2)o1 (stereo not drawn)	i	?	-0.7%	11%	-4%	-10%	-2%	-0.1	-16%
COc1ccc2c(c1)c(=O)c(Br)c(C)n2Cc1ccccc1	i	-3%	2.4%	1%	-6%	-23%	-5%	0.0	?

An excerpt from above in order of heavy-atom count, highest first.
SMILES	Akt phos inh	Nrf2 block	Nrf2 ARE act	A549 tox	Abeta yeast res	HepG2 viability	MmCpn inh	CCT modulator	TGFb inhibitor
CCOC(=O)C(NC(C)=O)(Nc1ccc(S(=O)(=O)Nc2ncccn2)cc1)C(F)(F)F (stereo not drawn)	i	0%	-0.3%	-7%	-13%	4%	0%	-0.6	4%
O=C(CCS(=O)(=O)c1ccc(Cl)cc1)N1CCN(c2ccc(F)cc2)CC1	i	?	2.3%	2%	-15%	-9%	1%	1.6	-27%
O=C(c1ccc([N+](=O)[O-])o1)N1CCc2ccccc2C1	i	?	11%	-13%	-83%[inhibitor]	-85%	0%	-0.2	?
CC(C)(C)[C@@H]1C=C(C(N)=O)O[C@H](OCCCCO)C1	i	11%	0.1%	1%	-4%	3%	.	-4.4	3%

Next structures follow:
SMILES	Akt phos inh	Nrf2 block	Nrf2 ARE act	A549 tox	Abeta yeast res	HepG2 viability	MmCpn inh	CCT modulator	TGFb inhibitor
COc1ccc(OCC(=O)Nc2ccccc2O)cc1	i	?	?	-9%	2%	-31%	1%	-1.1	-15%
Oc1c(C(c2cccs2)N2CCN(c3ccccc3)CC2)sc2ncnn12 (stereo not drawn)	i	0%	0.4%	-1%	-1%	-20%	2%	-0.2	1%
O=S(=O)(c1ccccc1)c1cnn(-c2ccccc2)c1-c1ccc(Cl)cc1	i	?	3.3%	-12%	5%	0%	-1%	-1.9	?
COc1ccc(S(=O)(=O)N2CCOCC2)cc1NC(=O)CN1CCCC1	i	-6%	-0.9%	1%	1%	-20%	0%	-1.7	-6%
O=C(COC(=O)c1cccc(S(=O)(=O)N2CCN(c3ccccc3)CC2)c1)NCC1CCCO1 (stereo not drawn)	i	3%	-0.1%	-3%	-5%	4%	-6%	0.0	-15%
O=C(Nc1ccccc1)C(=O)Nc1ccc2c(c1)N(C(=O)C1CC1)CCC2	i	?	2.1%	-3%	0%	-75%	-2%	-2.2	12%
CCCC(=O)Nc1ccc(C(=O)Nc2cc(C(F)(F)F)ccc2Cl)cc1	i	10µM*	0.3%	-14%	-6%	-59%	-1%	1.5	?
Cc1ccc(C2CC(c3ccccc3C)n3nc(N)nc3N2)cc1 (stereo not drawn)	i	-6%	0.3%	0%	5%	0%	1%	-17	0%
Cc1ccc(C(=O)O)cc1NC(=S)NC(=O)c1ccc([N+](=O)[O-])cc1Cl	i	8%	-0.2%	-3%	15%	0%	-1%	1.2	-10%
CC(C)(C)c1ccc(S(=O)(=O)NC(=O)C2(C)CCN2C(=O)c2cccc3ccccc23)cc1 (stereo not drawn)	i	.	0.7%	.	-15%	6%	.	0.9	12%
CC1=C(C(=O)Nc2cccnc2)C(c2cccnc2)n2nc(-c3cccs3)nc2N1 (stereo not drawn)	i	2%	2.3%	0%	10%	-9%	0%	1.0	-1%

Hits appear at their usual frequency; about 4.3% have a hit in one of these screens.
